p53 reactivator: restores transcriptional activity of mutant p53; Potency, µM (top dose mostly 92.2 µM), without a hit: at the highest dose activity change, positive = activation, usual class: activators; AID 504706; H1299 p53-A138V BP100-luciferase reporter, luminescence, 24 h; 0.063% of 320,000 active; also: potency is read from the fitted curve at half-maximal effect; % of control where 0% means no effect; nearly all actives have a fitted effect of over 45% in size
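p53-null H1299 cells stably carrying temperature-sensitive p53-A138V and a BP100-luciferase reporter were pinned with compounds (4-point, 1:5 series) and held 24 hrs at 37 deg C. Luminescence was read 10 min after detection reagent.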
TRPV1 ag: human TRPV1 agonism. Q8NER1. TRPV1-expressing cells, Fluo-8 calcium influx, agonist mode. activation, % at 8.33 µM. 0.19% of 320,000 active. AID 540275; in the data active = activation above about 80%; inconclusive = between about 30% and that limit; also: 0% is about no effect
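Cells expressing TRPV1 were dye-loaded with Fluo-8 and read kinetically: 10 s baseline, 3 min after compound (agonist portion), then 2 min after EC20 capsaicin (allosteric enhancer portion). Calcium-bound dye fluorescence at 480/520 nm.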
TSG101-PTAP inh: blocks PTAP/TSG101 interaction to inhibit HIV-1 budding; Q99816; Fluorescence polarization, FITC-PTAP peptide / Tsg101 binding; Potency, µM (titrated, usually from 115 µM), for inactives: at the highest dose activity change, negative = inhibition, actives largely listed as inhibitors; 340,000 tested, under 10 active; AID 493005; active = well fitted inhibition curve with a large enough effect in the main read-out, with a control signal flat, not every such curve was filed as active; inconclusive = small, poorly fitted or top-dose-only effect, or effect the other way, or a change in a side signal; inactive = no such curve, though single readings can be large or run the other way; also: potency is read from the fitted curve at half-maximal effect; % of control where 0% means no effect
Target sequence (Q99816 whole entry, looked up): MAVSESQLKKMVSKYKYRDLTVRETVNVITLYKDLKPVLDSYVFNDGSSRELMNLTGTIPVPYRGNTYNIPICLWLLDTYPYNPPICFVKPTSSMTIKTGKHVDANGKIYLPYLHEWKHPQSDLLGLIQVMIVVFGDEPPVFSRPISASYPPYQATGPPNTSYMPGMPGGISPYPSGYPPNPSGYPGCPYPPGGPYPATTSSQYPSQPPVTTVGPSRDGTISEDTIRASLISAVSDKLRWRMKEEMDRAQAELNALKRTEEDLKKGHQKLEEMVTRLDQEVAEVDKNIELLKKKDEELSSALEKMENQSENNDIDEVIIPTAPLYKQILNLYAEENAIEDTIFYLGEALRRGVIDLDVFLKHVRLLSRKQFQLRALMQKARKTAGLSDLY
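Fluorescence polarization binding of Tsg101 binding domain (10 uM final) to FITC-labeled PTAP peptide (50 nM final) in HEPES pH 7.5 buffer with NaCl, Tween 20, EDTA, TCEP. Compounds added before peptide; binding 20 min at RT.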
Integrin act MD: integrin-mediated muscular dystrophy alleviation activation | Potency, µM (highest dose often 38.3 µM), for the others: at the top dose activation, actives largely listed as activators | alpha7betagal myoblasts, beta-gal FDG fluorescence, 48 h | 0.064% of 350,000 active | AID 624291;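 also: potency is read from the fitted curve at half-maximal effect; 100% = response of the positive control SU9516; nearly all actives have a fitted effect of over 60% in size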
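alpha7betagal+/- myoblasts (passage 13, 250/well) treated 48 h at 37C with compounds at 1:260 dilution of DMSO stock. Lysed, then beta-galactosidase activity read as FDG fluorescence (ex 480/em 540) after 30 min, with pre-read for autofluorescence.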
TCR activator: T cell receptor activation; primary human leukocytes, anti-CD3, IL-2 HTRF, 48 h; Potency, µM (doses to about 9.22 µM), for inactives: at the highest dose activation of IL-2 secretion, usual class: activators; 330,000 tested, under 10 active; AID 504894; also: % of control where 0% means no effect
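1) Mix primary human leukocytes, a-CD3 beads and compound. 2) Incubate 48 hr. 3) Add HTRF IL-2 reagents (a-IL-2-K, a-IL-2-d2).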
B2AR arrestin: recruits beta-arrestin to the human beta2-adrenergic receptor | P07550 | Potency, µM (doses to about 46.1 µM), for inactives: at the top dose activation, most hits filed as activators | beta-arrestin recruitment to beta2AR, cell-based reporter | 0.02% of 330,000 active;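 also: potency is read from the fitted curve at half-maximal effect; 0% = DMSO controls and full agonism = EC100 isoproterenol or metaproterenol; nearly all actives have a fitted effect of over 65% in size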
Target sequence (P07550 whole entry, looked up): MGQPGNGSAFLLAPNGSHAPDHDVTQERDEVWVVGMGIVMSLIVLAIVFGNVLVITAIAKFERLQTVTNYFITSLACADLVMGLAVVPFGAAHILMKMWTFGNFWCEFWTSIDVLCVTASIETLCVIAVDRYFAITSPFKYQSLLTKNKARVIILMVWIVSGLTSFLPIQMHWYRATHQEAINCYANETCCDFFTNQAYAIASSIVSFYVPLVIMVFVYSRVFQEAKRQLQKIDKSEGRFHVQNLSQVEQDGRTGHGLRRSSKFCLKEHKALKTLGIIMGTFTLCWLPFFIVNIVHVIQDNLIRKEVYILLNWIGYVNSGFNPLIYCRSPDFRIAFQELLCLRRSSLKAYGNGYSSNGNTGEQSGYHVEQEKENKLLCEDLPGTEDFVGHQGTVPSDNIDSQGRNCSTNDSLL
CXXC DNA block: blocks binding of human MLL CXXC domain to DNA; Q03164; AID 2662; Potency, µM (titrated, usually from 115 µM), for the others: top-dose activity change, negative = inhibition, most hits filed as inhibitors; MLL-CXXC / FITC-HOXA9 DNA fluorescence polarization; 0.037% of 290,000 active; active = well fitted inhibition curve with a large enough effect in the polarisation, with a control signal flat, not every such curve was filed as active; inconclusive = small, poorly fitted or top-dose-only effect, or effect the other way, or a change in a side signal; inactive = no such curve, though single readings can be large or run the other way; the % refers to the polarisation; also: potency is read from the fitted curve at half-maximal effect
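Steps: dispense CXXC domain solution (7 uM) → pin compounds or unlabeled HOX-A9 DNA control → 5 min ambient → add FLSN-HOX-A9 solution (50 nM) → spin → 30 min ambient → fluorescence polarization. Tris pH 7.5/NaCl/DTT/BSA buffer.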
ELG1 DNA repair: inhibitors of ELG1-dependent DNA repair in HEK293T cells. AID 504467. Potency, µM (series often up to 46.1 µM), inactives show top-dose activity change, negative = inhibition, actives largely listed as inhibitors. HEK293T ELG1-luciferase reporter, luminescence, 16 h; DNA damage induced by 5-fluorouridine. 2.3% of 330,000 active; also: potency is read from the fitted curve at half-maximal effect; % is scaled to controls: 0 for no effect and ±100 for the full control effect; nearly all actives have a fitted effect of over 55% in size
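Overnight (16 hr) co-exposure of 2,000 cells/well to 5-fluorouridine and compound at 37 °C preceded detection. Luciferase was quantified via ONE-Glo luminescence; loss of signal denotes inhibition.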
BRCA1 expr up: increases BRCA1 expression. MCF7-BRCA1-FFLuc reporter, luminescence, 48 h; response scale: scaled: vehicle 0%, 10 µM genistein 100%. Potency, µM (titrated, usually from 46.1 µM), for the others: at the highest dose activation, most hits filed as activators. 1.1% of 380,000 active; also: potency is read from the fitted curve at half-maximal effect; nearly all actives have a fitted effect of over 80% in size; some results filed as inactive show a strong effect at the top dose
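Quantitative HTS in MCF7 cells stably reporting BRCA1 expression via firefly luciferase. Compound treatment lasts 48 h at 37 °C in phenol-red free MEM. Activation is expressed relative to genistein at 10 microM and DMSO.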
A-T KAP1 phos: candidate therapy for ataxia-telangiectasia | […] A-T fibroblasts, KAP-1 phosphorylation AlphaLISA; neocarzinostatin DNA damage 30 min before lysis | 0.19% of 320,000 active | Potency, µM (top dose mostly 57.5 µM), without a hit: top-dose activation, actives largely listed as activators; also: potency is read from the fitted curve at half-maximal effect; % of control where 0% means no effect; nearly all actives have a fitted effect of over 45% in size
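ATM-like activity read as KAP-1 phosphorylation via AlphaLISA donor/acceptor antibody pairs after lysis and 6 hr at 25C. Cells were ATM-null patient fibroblasts ([…], hTERT), dosed 60 min, then exposed to the DSB inducer NCS for 30 min.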
Starred values were filed as active, the others as inactive; ? = inconclusive; . = not tested or not shown; [ ] = dose if it differs, or a comment. Unless noted, calls follow the shape of the dose curve; as a rule, active = well fitted curve in the direction sought with a large enough effect; inconclusive = small, poorly fitted or top-dose-only effect, or another doubt; inactive = no such curve, though single readings can be large; an effect the other way counts as inactive or inconclusive.

Order of results: BRCA1 expr up	ELG1 DNA repair	TCR activator	TRPV1 ag	TSG101-PTAP inh	CXXC DNA block	p53 reactivator	Integrin act MD	B2AR arrestin	A-T KAP1 phos
O=C(COC(=O)C1=COCCO1)Nc1ccc(Oc2ccccc2)cc1
  0%[1.84 µM]	12%	4%	3	-2%	136%[activator]	12%	-13%	0.1%	-1%
Cc1cc(Nc2cccc(C)c2C)n2ncnc2n1
  0%	?	-9%	1	2%	1%	-5%	-33%	0.0%	-7%
O=C(COc1ccc(S(=O)(=O)NC2CCCCC2)cc1)N1CCN(c2ccc(F)cc2)CC1
  -37%	9.2µM*	-2%	.	-9%	-5%	-5%	-18%	-0.5%	4%
Cc1nc2c(ccc3c2ccc2nc(C)sc23)s1
  37%	?	0%	1	-1%	-18%	4%	0%	-1.6%	.
COc1ccc(NC(=O)NCc2ccc3c(c2)OCO3)cc1OC
  4%	-11%	-1%	?	-8%	5%	10%	5%	-2.5%	10%
C=CCOCCN1C(=O)C2C3C=CC(C2C1=O)C1C2C(=O)N(CCOCC=C)C(=O)C2C31 (centres undefined)
  -17%	10%	0%	0	1%	5%	2%	-6%	-0.1%	0%
Cc1cc(C)cc(NC(=O)C(=O)NCC2CCCO2)c1 (centres undefined)
  ?	?	1%	18	-3%	-9%	7%	7%	-0.2%	-3%
O=C(Nc1cn(-c2ccccc2)nc1-c1ccc(Cl)cc1)c1ccccc1
  -7%	-4%	-2%	24	-1%	1%	9%	-10%	-0.5%	-16%
O=C(CSc1nnc(Cn2c(=O)sc3ccccc32)n1-c1ccccc1)N1CCCC1
  0%	4%	-2%[46.1 µM]	0	-3%	-2%	7%	-7%	-0.7%	-3%
COc1cccc(NC(=O)c2ccc3c(c2)OCCO3)c1
  -30%	?	-1%	30	-2%	3%	.	17%	0.3%	4%
COCc1[nH]nc2c1C1(C(=O)Nc3ccc(F)cc31)C(C#N)=C(N)O2 (centres undefined)
  -15%	-4%	4%	.	-4%	0%	-6%	-6%	0.1%	18%
COC(=O)C1=NN(c2cccc3ccccc23)C2C(=O)N(c3ccccc3OC)C(=O)C12 (centres undefined)
  0%	10%	-8%	6	-1%	-8%	6%	12%	-0.3%	0%
Cc1cc(C)n(-c2ccc([N+](=O)[O-])cc2)n1
  3%	15%	0%[46.1 µM]	0	0%	-1%	2%	34%	-0.9%	9%
O=C(CN1C(=O)C(=O)N(Cc2ccco2)C1=O)NC1CCCCC1
  9%	9%	-3%	2	-2%	-4%	-1%	-13%	0.0%	-11%
Cc1cc(C)n2nc(SCC(=O)N3CCc4ccccc43)nc2n1
  1%	?	-1%[46.1 µM]	5	-2%	11%	1%	3%	-0.5%	5%
CCC(=O)Nc1nnc(SCC(=O)N2c3ccccc3CC2C)s1 (centres undefined)
  -3%	-12%	6%[46.1 µM]	-2	0%	-2%	-9%	-4%	-0.7%	.
Cc1ccc(/C=C/C(=O)NCCCc2ccccc2)cc1
  -18%	?	0%[46.1 µM]	-5	1%	5%	?	0%	3.5%	-1%
CC(C)CCc1noc(CN2CCN(CC(=O)NC(C)C)CC2)n1
  0%	?	-8%	3	-1%	-3%	2%	-57%	0.3%	-16%
C(=C\c1nc2ccccc2[nH]1)/c1ccccc1
  -95%[inhibitor]	?	5%	?	-1%	18%	-3%	?	-0.4%	-3%
C#CCn1c(O)c(N=NC(=O)C(O)c2ccccc2)c2ccccc21 (centres undefined)
  -22%	10%	-3%	0	-8%	-12%	4%	4%	-0.3%	-11%

Compounds from the list above with an NH in an aromatic ring (two):
Order of results: BRCA1 expr up	ELG1 DNA repair	TCR activator	TRPV1 ag	TSG101-PTAP inh	CXXC DNA block	p53 reactivator	Integrin act MD	B2AR arrestin	A-T KAP1 phos
COCc1[nH]nc2c1C1(C(=O)Nc3ccc(F)cc31)C(C#N)=C(N)O2 (centres undefined)
  -15%	-4%	4%	.	-4%	0%	-6%	-6%	0.1%	18%
C(=C\c1nc2ccccc2[nH]1)/c1ccccc1
  -95%[inhibitor]	?	5%	?	-1%	18%	-3%	?	-0.4%	-3%

Further compounds:
Order of results: BRCA1 expr up	ELG1 DNA repair	TCR activator	TRPV1 ag	TSG101-PTAP inh	CXXC DNA block	p53 reactivator	Integrin act MD	B2AR arrestin	A-T KAP1 phos
CCOC(=O)N1CCN(C(=O)CCCn2c(=S)[nH]c3ccccc3c2=O)CC1
  -4%	.	10%	5	-11%	-15%	.	-21%	.	.
O=S(=O)(c1ccc(Br)c2ccccc12)N1CCOCC1
  -15%	-4%	8%	6	-1%	-2%	1%	-12%	-1.8%	4%
Cn1c(=O)c2[nH]c(=S)n(Cc3ccccc3)c2n(C)c1=O
  -15%	.	-17%	.	-3%	.	.	-17%	.	.
CC(C)C(=O)NC(c1ccco1)c1c(O)ccc2ccccc12 (centres undefined)
  -24%	5%	2%	-3	-2%	5%	-10%	-38%	0.2%	5%
CCN1CCN(C(=O)CN(C)S(=O)(=O)c2ccc(OC)c(C)c2)CC1
  -3%	7%	3%	-4	-8%	-22%	-1%	11%	0.3%	8%
CCN(CC(=O)Nc1ccccc1C(F)(F)F)C(=O)c1cc(-c2ccccc2)nn1-c1ccccc1
  -27%	-8%	-1%	8	-2%	.	-7%	13%	-0.9%	2%
Cc1cc2nn(-c3ccccc3)nc2cc1NC(=O)c1cccs1
  -9%	?	0%	20	-9%	4%	6%	19%	0.1%	15%
Cc1cc(C)cc(NC(=S)N(CCN(C)C)C(C)c2cccnc2)c1 (centres undefined)
  -22%	-6%	-10%	-1	-4%	-1%	2%	-4%	-0.3%	1%
CCC(=O)NC(c1ccc(C)cc1)c1cc([N+](=O)[O-])c2cccnc2c1O (centres undefined)
  -96%	-18%	0%[46.1 µM]	10	-3%	8%	?	19%	-0.7%	-12%
C=CCN(c1ccccc1)S(=O)(=O)c1cccc(C(=O)NCc2ccncc2)c1
  -10%	8.2µM*	-1%	?	-4%	.	-1%	-14%	-0.2%	8%
C/C(=N\NC(=O)c1c(Br)c(C)nn1C)c1ccc(NC(=O)C(C)Oc2ccc(Cl)cc2C)cc1 (centres undefined)
  -46%	?	-1%	-1	0%	3%	-6%	-33%	0.0%	-1%
CC(=O)c1sc(-c2ccccc2)nc1C
  10%	?	2%	7	-12%	-2%	22%	-24%	-0.1%	-2%
CCCn1nnnc1NC(=O)COc1ccc(Cl)cc1C
  -24%	8%	6%	-1	-2%	-6%	5%	-15%	-0.7%	5%
CC(=O)Nc1sc(C)c(C)c1C(=O)OCC(=O)N(C)C1CCS(=O)(=O)C1 (centres undefined)
  -15%	-2%	-4%[46.1 µM]	-3	0%	-2%	-7%	0%	-0.6%	.
OC1CCN(Cc2ccc(OCc3ccccc3)cc2)CC1
  17%	?	-3%	4	-6%	-3%	.	-18%	-0.1%	-6%
CN(C)c1ccc(CNc2nc3ccccc3s2)cc1
  .	?	.	2	.	2%	?	.	0.2%	3%
COc1cccc(/C=N/n2c(-c3cc(C)[nH]n3)n[nH]c2=S)c1O
  -11%	10%	-2%	3	1%	-10%	3%	1%	-0.1%	-3%
Cc1sc2ncn(CC(=O)N3CCOCC3)c(=O)c2c1-c1ccccc1
  -29%	8%	11%	-7	-3%	14%	0%	18%	0.1%	21%

Limited to ELG1 DNA repair, for some of the entries so far:
SMILES | ELG1 DNA repair
CC(C)C(=O)NC(c1ccco1)c1c(O)ccc2ccccc12 (centres undefined) | 5%
COC(=O)C1=NN(c2cccc3ccccc23)C2C(=O)N(c3ccccc3OC)C(=O)C12 (centres undefined) | 10%
CC(=O)Nc1sc(C)c(C)c1C(=O)OCC(=O)N(C)C1CCS(=O)(=O)C1 (centres undefined) | -2%
C/C(=N\NC(=O)c1c(Br)c(C)nn1C)c1ccc(NC(=O)C(C)Oc2ccc(Cl)cc2C)cc1 (centres undefined) | ?
